# Screens: PubChem BioAssay, National Center for Advancing Translational Sciences (NCATS)
# CHX counter: Cycloheximide Counterscreen for Small Molecule Inhibitors of Shiga Toxin; AID 2314, 2010; 300,000 tested, 12% active; max response, %; cell reporter, cycloheximide protein synthesis inhibition counterscreen; in the data active = max response mostly above about 13%, no sharp cut-off; inactive = mostly below about 14%; also: read at 38.3 µM for the half of the compounds with a filed dose; 0% is about no effect
# Pf growth 48h: Primary qHTS for delayed death inhibitors of the malarial parasite plastid, 48 hour incubation; Potency, µM (series often up to 28.7 µM), for inactives: at the top dose activity change, negative = inhibition, usual class: inhibitors; AID 504832, 2011; 310,000 tested, 5.9% active; P. falciparum luciferase growth in erythrocytes, 48 h; also: potency is read from the fitted curve at half-maximal effect; % is scaled to controls: 0 for no effect and ±100 for the full control effect
#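 Firefly luciferase activity from engineered P. falciparum reports growth; inhibitors lower the luminescent signal. Cultures contained 2% hematocrit erythrocytes at 0.1% final parasitemia.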
# TbPYK inhibitor: qHTS of Trypanosoma Brucei Inhibitors. TbPYK enzyme, Kinase-Glo Plus ATP luminescence, 45 min. Potency, µM (series often up to 76.8 µM), inactives show at the top dose activity, negative = inhibition, most hits filed as inhibitors. 410,000 tested, 0.12% active; also: potency is read from the fitted curve at half-maximal effect; % is scaled to controls: 0 for no effect and ±100 for the full control effect; nearly all actives have a fitted effect of over 50% in size
#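 Activity of T. brucei pyruvate kinase was followed by Kinase-Glo Plus luminescence after the enzyme reacted 45 min at room temperature with 130 uM ADP (final) and substrate. Test compounds were added before ADP at multiple concentrations.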
# Pf growth 96h: Primary qHTS for delayed death inhibitors of the malarial parasite plastid, 96 hour incubation; P. falciparum luciferase reporter growth, 96 h; Potency, µM (top dose mostly 28.7 µM), inactives show at the highest dose activity change, negative = inhibition, most hits filed as inhibitors; 320,000 tested, 6.9% active; AID 504834, 2011; also: potency is read from the fitted curve at half-maximal effect; % is scaled to controls: 0 for no effect and ±100 for the full control effect
#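 Compounds incubated with erythrocytes infected by luciferase-expressing P. falciparum (2% hematocrit, 0.05% parasitemia final) for 96 hours, 37 C in 5% CO2. Growth inhibition scored as decreased luciferase luminescence.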
# HCV inhibitor: qHTS Assay for Inhibitors of Hepatitis C Virus (HCV); Huh7.5.1 HCVcc-Cre infection, luciferase reporter, 44 h; Potency, µM (highest dose often 41.8 µM), for inactives: at the top dose activity change, negative = inhibition, most hits filed as inhibitors; 340,000 tested, 3.4% active; AID 651820, 2012; also: potency is read from the fitted curve at half-maximal effect; % is scaled to controls: 0 for no effect and ±100 for the full control effect
#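 A cell-based infection assay in which seeded cells (1,000 per well) receive test compound after 4 h, are inoculated with HCVcc-Cre at approximately 0.5 moi, and are incubated 44 h before luminescence detection.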
# LmPK inh: qHTS Assay for Inhibitors of Leishmania Mexicana Pyruvate Kinase (LmPK); Q27686; purified LmPK, Kinase-Glo ATP luminescence, 1 h; Potency, µM (doses to about 57.5 µM), for the others: at the top dose activity change, negative = inhibition, usual class: inhibitors; 290,000 tested, 0.37% active; also: potency is read from the fitted curve at half-maximal effect; % is scaled to controls: 0 for no effect and ±100 for the full control effect
# Target sequence (Q27686 whole entry, looked up): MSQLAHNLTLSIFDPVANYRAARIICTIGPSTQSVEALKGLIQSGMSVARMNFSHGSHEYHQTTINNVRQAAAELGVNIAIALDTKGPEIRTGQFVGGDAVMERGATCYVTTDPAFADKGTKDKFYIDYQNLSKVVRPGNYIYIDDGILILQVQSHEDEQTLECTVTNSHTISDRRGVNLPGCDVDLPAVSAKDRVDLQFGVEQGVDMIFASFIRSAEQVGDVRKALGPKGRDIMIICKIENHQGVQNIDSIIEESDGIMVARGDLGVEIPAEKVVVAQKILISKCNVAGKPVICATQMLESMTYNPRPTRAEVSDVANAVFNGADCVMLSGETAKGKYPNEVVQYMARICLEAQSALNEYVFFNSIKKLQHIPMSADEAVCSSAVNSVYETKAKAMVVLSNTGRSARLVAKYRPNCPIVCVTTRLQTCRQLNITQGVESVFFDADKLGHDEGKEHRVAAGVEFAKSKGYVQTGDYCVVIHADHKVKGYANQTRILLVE
#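 qHTS format; LmPK 0.1 nM; substrates PEP 0.5 mM and ADP 0.1 mM. One-hour room-temperature incubation, then coupled luciferase luminescence; 0.5 nM enzyme wells mark activation.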
# Shiga toxin inh: A qHTS for Small Molecule Inhibitors of Shiga Toxin. Vero cells, Shiga toxin protein synthesis inhibition reporter. 290,000 tested, 9.2% active. AID 2315, 2010. inhibition, % at 38.7 µM; in the data active = inhibition mostly above about 28%, no sharp cut-off; inactive = mostly below about 43%; also: 0% is about no effect
# Starred values were filed as active, the others as inactive; ? = inconclusive; · = not tested or not shown; [ ] = another dose, or the depositor's remark. Unless noted, calls follow the shape of the dose curve; as a rule, active = well fitted curve in the direction sought with a large enough effect; inconclusive = small, poorly fitted or top-dose-only effect, or another doubt; inactive = no such curve, though single readings can be large; an effect the other way counts as inactive or inconclusive.
1	OC(COCc1ccc(Cl)cc1)CN1CCCCC1 (configuration not stated)
2	Cc1ccn2c(NCc3ccccc3)c(-c3cccs3)nc2c1
3	CCCNC(=O)CN1CCC(c2nc3ccccc3[nH]2)CC1
4	CC1(C)COC2(OC1)C(=O)N(CN1CCOCC1)c1ccccc12
5	O=C(O)c1ccc(-n2cccn2)c([N+](=O)[O-])c1
6	Cc1cc(C(=O)CCC(=O)N2CCN(c3ccccc3F)CC2)c(C)s1
7	Cc1ccc(S(=O)(=O)Nc2cccc3ncccc23)cc1
8	O=C(N/N=C/c1ccccc1F)c1csc2c1CCCC2
Compound | 1 | 2 | 3 | 4 | 5 | 6 | 7 | 8
CHX counter | -6 | 30* | -1 | 13 | -4 | 8 | -2 | 42*
Pf growth 48h | 17% | ? | -9% | 13% | 8% | 464%[activator] | ? | 77%[activator]
TbPYK inhibitor | 5% | -23% | 5% | -13% | -5% | 1% | -1% | -10%
Pf growth 96h | ? | 0% | -1% | ? | 4% | 8% | ? | 438%[activator]
HCV inhibitor | -23% | -14% | ? | -22% | 13% | -19% | -6% | 18%
LmPK inh | -8% | -10% | 4% | 0% | 3% | 5% | 7% | 3%
Shiga toxin inh | -9 | 55* | -5 | 10 | -10 | 15 | -4 | 79*

9	CC1(C)N=C2C(=[N+]1[O-])CCC/C2=N\O
10	N#CCOC(=O)c1cc(S(=O)(=O)N2CCCCC2)ccc1N1CCOCC1
11	CCCCC(=O)Nc1ccc(C(=O)Nc2cccnc2)cc1
12	O=C(NCc1ccncc1)C(=O)NCC1OCCN1S(=O)(=O)c1ccc(Cl)cc1 (configuration not stated)
13	O=C(O)COc1ccc2occ(C(=O)c3ccccc3)c2c1
14	CC(NCc1cccs1)c1ccccc1 (configuration not stated)
15	COCCNC(=O)c1ccccc1NC(=O)c1ccccc1N(C)S(C)(=O)=O
16	O=C(CN1CCOCC1)Nc1ccc(Cl)cc1
Compound | 9 | 10 | 11 | 12 | 13 | 14 | 15 | 16
CHX counter | 3 | · | 6 | -2 | -3 | -1 | 1 | -2
Pf growth 48h | · | -15% | · | 7% | 3% | 36%[activator] | -13% | 13%
TbPYK inhibitor | 4% | -16% | -5% | -13% | 0% | 3% | 7% | 9%
Pf growth 96h | -1% | -12% | -44% | 15% | · | 12µM* | 30%[activator] | -4%
HCV inhibitor | 5% | -4% | -16% | · | 1% | 7% | 41%[activator] | 0%
LmPK inh | 2% | · | -2% | -6% | -21% | 1% | 1% | -2%
Shiga toxin inh | -3 | · | 17 | -31 | 1 | 30 | -1 | ·

# Two of these compounds, set out differently.
no.	mol	CHX counter	Pf growth 48h	TbPYK inhibitor	Pf growth 96h	HCV inhibitor	LmPK inh	Shiga toxin inh
10	N#CCOC(=O)c1cc(S(=O)(=O)N2CCCCC2)ccc1N1CCOCC1	·	-15%	-16%	-12%	-4%	·	·
11	CCCCC(=O)Nc1ccc(C(=O)Nc2cccnc2)cc1	6	·	-5%	-44%	-16%	-2%	17

# Later entries:
17	COc1cc(OC)c(C2SCCCS2)cc1OC
18	Cc1ccc(-n2nc3c([n+]2[O-])CCc2c-3no[n+]2[O-])cc1
19	NC(=O)Cc1c[nH]c2cccc(O)c12
20	COC(CNC(=O)CCc1c(C)nc2c(-c3ccc(F)cc3)c(C)nn2c1C)OC
21	COc1ccc(C(=O)NNC(=O)c2ccncc2)cc1[N+](=O)[O-]
22	CCCCSCCCNC(=O)Nc1ccc(C)c(C)c1
23	Cc1ccc(NC(=O)CN(C)C(=O)c2ccccn2)cc1
24	COc1cc(/C=C(\C#N)c2nc3ccccc3[nH]2)ccc1Oc1ccc([N+](=O)[O-])cn1
Compound | 17 | 18 | 19 | 20 | 21 | 22 | 23 | 24
CHX counter | 9 | 0 | 10 | -4 | -6 | 15 | · | 23*
Pf growth 48h | -13% | 26% | 56%[activator] | -29% | 4% | ? | -8% | 5.9µM*
TbPYK inhibitor | -8% | 1% | 5% | 3% | -1% | -2% | -3% | 1%
Pf growth 96h | 3% | -1% | · | ? | -10% | -11% | ? | 4.1µM*
HCV inhibitor | -7% | -15% | 8% | ? | 25% | 0% | ? | 0.89µM*
LmPK inh | 2% | -5% | 2% | 7% | 7% | 7% | · | 0%
Shiga toxin inh | -4 | -17 | -10 | -3 | -12 | -6 | · | 18

25	Cc1ccc(/C=C/C(=O)NCc2cccs2)c(C)c1
26	COc1ccc(C2=NO[C@H]3C[C@](C(=O)NC(C)C)(S(=O)(=O)c4ccccc4)C[C@@H]23)cc1
27	O=S(=O)(CCc1ccncc1)C1Cc2cccc3cccc1c23 (configuration not stated)
28	Cc1cc(NC(=O)CCC(=O)N(c2ccccc2)C(C(=O)NC2CCCC2)c2ccccc2C)no1 (configuration not stated)
29	COc1ccc(/C=N/Nc2ccc([N+](=O)[O-])cc2S(=O)(=O)N2CCN(C)CC2)cc1
30	CCC(=O)Nc1ccc(S(=O)(=O)N2CCc3ccccc3C2)cc1
31	FC(F)(F)c1nc2ccccc2n2c(-c3ccc(Cl)cc3Cl)nnc12
32	O=C(CS(=O)(=O)c1cn(Cc2cccc(F)c2)c2ccccc12)N1CCCCC1
Compound | 25 | 26 | 27 | 28 | 29 | 30 | 31 | 32
CHX counter | 37* | -1 | -2 | -4 | -2 | -3 | -4 | -1
Pf growth 48h | 70%[activator] | 32%[activator] | 4% | 13µM* | 0% | · | 5% | -17%
TbPYK inhibitor | -4% | 1% | -3% | -1% | -6% | 2% | -7% | 1%
Pf growth 96h | ? | 8% | 0% | ? | ? | ? | -7% | 95%[activator]
HCV inhibitor | 6% | 6% | -26% | 16% | 7% | -23% | 4% | -2%
LmPK inh | 4% | 0% | -3% | -2% | 2% | 6% | 5% | 9%
Shiga toxin inh | 53* | 4 | -11 | -4 | -10 | -18 | -1 | 6

33	C/C(=N\N1CCN(C)CC1)c1ccc(OC(F)F)cc1
34	Cc1cc(C)cc(-n2c(C)cc(/C=N/NC(=O)c3ccncc3)c2C)c1
35	O=C(c1cc(Cl)ccc1Cl)N1CCN(Cc2ccccc2)CC1
36	Cc1ccc(C(=O)Nc2ccc(CC(=O)O)cc2)o1
37	O=C(O)Cc1ccc(NC(=O)c2cnccn2)cc1
38	CCNc1nc2[nH]c(=O)c3c(c2s1)OC(N)=C(C#N)C3c1cccs1 (configuration not stated)
39	CCOC(=O)N1CCN(CC(O)COCC2=CCC3CC2C3(C)C)CC1 (configuration not stated)
40	COc1ccc(C(=O)N/C(=C\c2ccco2)C(=O)OCc2ccco2)cc1
Compound | 33 | 34 | 35 | 36 | 37 | 38 | 39 | 40
CHX counter | 17 | 7 | 1 | 8 | -1 | 19 | 6 | 34*
Pf growth 48h | 4% | ? | 9% | 12% | -12% | -5% | ? | 7%
TbPYK inhibitor | 0% | 9% | 2% | -10% | 14% | -20% | 2% | -7%
Pf growth 96h | 26% | ? | ? | · | -3%[5.75 µM] | -2% | ? | -15%
HCV inhibitor | 12% | -15% | 14% | 12% | 13% | 22% | 1% | -5%
LmPK inh | 3% | 5% | 4% | -1% | -10% | 3% | -5% | -3%
Shiga toxin inh | 27 | 18 | -6 | -8 | -22 | 14 | -15 | 93*

41	Cc1cc(C)n(CCCNC(=O)C(C)(C)Oc2ccc(Cl)cc2)n1
42	CCCCn1c(Cn2nc(C(=O)O)c3ccccc3c2=O)nc2cc(S(N)(=O)=O)ccc21
43	COc1ccc(N(CC(=O)Nc2cccc(SC)c2)S(C)(=O)=O)cc1
44	Cc1ccc(C)n1-c1ccc(C(=O)NN)cc1
45	CCc1ccccc1NC(=O)CCN1C(=O)C2CC=CCC2C1=O (configuration not stated)
46	Cc1cc(Cl)c(OCCCCNC(C)(C)C)c(Br)c1
47	CCc1ccccc1NC1=NCC(=O)N1C1CCCC1
48	Cc1cc(C(=O)OCC(=O)N2CCCC2)c2ccccc2n1
Compound | 41 | 42 | 43 | 44 | 45 | 46 | 47 | 48
CHX counter | · | -5 | 23* | 9 | -2 | -6 | -2 | -5
Pf growth 48h | ? | 39%[activator] | 15% | ? | 27% | -17% | -1% | ·
TbPYK inhibitor | -1% | -2% | 0% | -17% | 4% | · | -20% | -6%
Pf growth 96h | ? | 28% | ? | 0% | 12µM* | 60%[activator] | ? | ?
HCV inhibitor | 2% | -5% | -6% | -1% | 11% | 10µM* | 21% | 1%
LmPK inh | · | 2% | 1% | 0% | -11% | -4% | -3% | 9%
Shiga toxin inh | · | 19 | 49* | -1 | -3 | -11 | -5 | -20

49	Cc1ccc(OCCCCN2CCCCC2)c(Br)c1
50	Cc1nc2ccccc2c2nc3ccccc3n12
51	CCSc1nnc2ccc(-c3cccs3)nn12
52	O=C(Nc1ccc(F)cc1)N1CCN(C/C=C/c2ccccc2)CC1
53	COC(=O)C1CCN(C(=O)c2sc3nc(-c4ccccc4)cn3c2C)CC1
54	O=C(Cc1csc(N2CCOCC2)n1)N/N=C/c1ccccc1C(=O)O
55	COc1cc(OC)cc(-c2nc3cc(C)ccc3o2)c1
Compound | 49 | 50 | 51 | 52 | 53 | 54 | 55
CHX counter | 11 | 5 | 11 | 1 | 9 | -3 | 58*
Pf growth 48h | -13% | · | -8% | ? | · | 4% | 173%[activator]
TbPYK inhibitor | 0% | 0% | -15% | 4% | · | 0% | -20%
Pf growth 96h | -20% | -3% | ? | -8% | 78%[activator] | 17% | 12%
HCV inhibitor | ? | ? | 9% | ? | -8% | 14% | ?
LmPK inh | 0% | -10% | 9% | 4% | 1% | 4% | 14µM*
Shiga toxin inh | 20 | 11 | 7 | -4 | -6 | -4 | 104*

# Of the compounds above, 8 contain an aryl methoxy group:
17	COc1cc(OC)c(C2SCCCS2)cc1OC
21	COc1ccc(C(=O)NNC(=O)c2ccncc2)cc1[N+](=O)[O-]
24	COc1cc(/C=C(\C#N)c2nc3ccccc3[nH]2)ccc1Oc1ccc([N+](=O)[O-])cn1
26	COc1ccc(C2=NO[C@H]3C[C@](C(=O)NC(C)C)(S(=O)(=O)c4ccccc4)C[C@@H]23)cc1
29	COc1ccc(/C=N/Nc2ccc([N+](=O)[O-])cc2S(=O)(=O)N2CCN(C)CC2)cc1
40	COc1ccc(C(=O)N/C(=C\c2ccco2)C(=O)OCc2ccco2)cc1
43	COc1ccc(N(CC(=O)Nc2cccc(SC)c2)S(C)(=O)=O)cc1
55	COc1cc(OC)cc(-c2nc3cc(C)ccc3o2)c1
Compound | 17 | 21 | 24 | 26 | 29 | 40 | 43 | 55
CHX counter | 9 | -6 | 23* | -1 | -2 | 34* | 23* | 58*
Pf growth 48h | -13% | 4% | 5.9µM* | 32%[activator] | 0% | 7% | 15% | 173%[activator]
TbPYK inhibitor | -8% | -1% | 1% | 1% | -6% | -7% | 0% | -20%
Pf growth 96h | 3% | -10% | 4.1µM* | 8% | ? | -15% | ? | 12%
HCV inhibitor | -7% | 25% | 0.89µM* | 6% | 7% | -5% | -6% | ?
LmPK inh | 2% | 7% | 0% | 0% | 2% | -3% | 1% | 14µM*
Shiga toxin inh | -4 | -12 | 18 | 4 | -10 | 93* | 49* | 104*
